Screening data as filed in PubChem BioAssay.
PGC1a acetyl inh: PGC1a acetylation modulation, inhibitor mode | AID 651687 | 0.17% of 350,000 active | inhibition, % at 15.6 µM | U2OS PGC1a acetylation, AlphaScreen anti-acetyl-lysine; with virally co-expressed GCN5 acetyltransferase;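 active = every replicate shows inhibition of at least 40%; inconclusive = mean inhibition at least 40% but some replicate below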;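 also: 0% = neutral control wells and 100% = positive control wells; some results beyond the cut were filed as inactive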
EWS-Fli block: blocks EWS/Fli oncoprotein-driven transcription; A673 NR0B1-luciferase reporter, viability-normalised; inhibition, % at 12.6 µM; 0.67% of 350,000 active; AID 651661;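 active = mean inhibition of at least 50% after viability correction, with every replicate also passing that limit; inconclusive = mean reaches 50% but only one of two replicates passes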;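 also: firefly luciferase signal divided by Alamar Blue viability fluorescence both relative to DMSO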
PAX8 inh HTS: PAX8 transcriptional activity inhibition | RMG-I TPO-luciferase reporter, SteadyGlo, 24 h | inhibition, % at 12.6 µM | 1.2% of 360,000 active;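 active = mean replicate inhibition at least 60% with every replicate also reaching 60%; inconclusive = only one of the two criteria is met; inactive = mean below 60% and not all replicates reaching 60%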;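 also: luciferase light reporting Pax8 driven TPO promoter activity; plate controls were median of neutral control wells for no effect and mitoxantrone controls for full effect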
PglD DTNB: PglD (C. jejuni) enzyme inhibition; purified PglD enzyme, DTNB colorimetric CoA detection; inhibition, % at 12.5 µM; 0.098% of 360,000 active; in the data active = inhibition above about 16%, passing the limit was not always enough; inconclusive = no clear call, values can overlap the other calls; also: strong numbers were not always called active
ERAP1 inh: ERAP1 (human) enzyme inhibition; 0.15% of 340,000 active; recombinant ERAP1, Leu-AMC fluorescence, 60 min; inhibition, % at 10.7 µM;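 active = mean replicate inhibition of at least 30%, or all replicates individually reaching that 30% level; inactive = mean below 30% and not every replicate reaching it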;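 also: 0% = neutral control wells and 100% = L-leucinethiol positive control wells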
Target sequence (Q9NZ08 whole entry, looked up): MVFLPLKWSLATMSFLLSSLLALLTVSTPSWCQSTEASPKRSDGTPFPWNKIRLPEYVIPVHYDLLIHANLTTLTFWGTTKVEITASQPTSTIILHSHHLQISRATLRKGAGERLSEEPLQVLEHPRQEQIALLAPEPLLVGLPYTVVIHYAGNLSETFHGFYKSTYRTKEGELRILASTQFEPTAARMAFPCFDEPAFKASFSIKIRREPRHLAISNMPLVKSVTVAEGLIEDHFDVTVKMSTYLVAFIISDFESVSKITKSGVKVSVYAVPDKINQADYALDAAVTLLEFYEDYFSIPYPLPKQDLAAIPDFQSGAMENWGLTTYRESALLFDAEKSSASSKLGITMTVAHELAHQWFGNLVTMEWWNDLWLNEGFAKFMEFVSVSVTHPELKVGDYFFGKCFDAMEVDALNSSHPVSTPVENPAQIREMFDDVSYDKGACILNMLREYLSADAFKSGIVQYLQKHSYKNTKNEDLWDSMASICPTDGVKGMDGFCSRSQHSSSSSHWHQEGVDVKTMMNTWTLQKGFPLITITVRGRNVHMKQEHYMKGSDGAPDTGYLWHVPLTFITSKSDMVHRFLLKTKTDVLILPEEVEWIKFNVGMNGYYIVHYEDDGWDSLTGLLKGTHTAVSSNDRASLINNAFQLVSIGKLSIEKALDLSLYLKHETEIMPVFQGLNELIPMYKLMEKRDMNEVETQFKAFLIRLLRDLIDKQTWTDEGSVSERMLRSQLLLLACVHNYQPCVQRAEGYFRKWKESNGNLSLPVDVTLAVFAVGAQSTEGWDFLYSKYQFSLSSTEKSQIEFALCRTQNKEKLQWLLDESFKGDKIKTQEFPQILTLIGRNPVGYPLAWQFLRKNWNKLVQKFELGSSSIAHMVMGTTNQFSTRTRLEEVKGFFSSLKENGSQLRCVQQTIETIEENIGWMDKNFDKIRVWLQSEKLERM
FN deposition inh: fibronectin deposition inhibition | AH1F fibroblasts, Alexa488-fibronectin deposition fluorescence, overnight | inhibition, % at 12.6 µM | 0.086% of 350,000 active | AID 743247;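 active = mean inhibition across replicates of 30% or more, regardless of how many single replicates reach that level; inconclusive = mean under 30% yet at least half of replicates reach 30%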;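 also: positive control wells lacked labelled fibronectin entirely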
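Material: AH1F fibroblast monolayer depositing Alexa488-labelled fibronectin into matrix / Amount: 10000 AH1F cells per well / Signal: fluorescence 485/525 nm / Medium: DMEM, 2% serum / Compound: single dose, pinned / Incubation: 1 h cell adhesion before compound, then overnight fibronectin incubation / Reagent: Alexa488-FN, 24 nM final / Read-out: inhibition of fibronectin deposition signal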
LGR2 inh: Drosophila LGR2 receptor signaling inhibition. HEK293 LGR2, CRE-luciferase, bursicon-stimulated, 4 h. inhibition, % at 9.99 µM. 0.35% of 380,000 active. AID 720647;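 active = drop in luminescence signal, shown as inhibition above about 50% in the replicate tests, limit read from the data, passing the limit was not always enough; inconclusive = probably only some replicates passing the limit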;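 also: agonist challenge used bursicon conditioned medium at about half maximal strength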
S100A4 inh HTS: inhibitors of human S100A4 binding to myosin IIA peptide. inhibition, % at 10.7 µM. AID 652163. 0.14% of 360,000 active. P26447. S100A4/TAMRA-MyoIIA peptide fluorescence polarization;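 active = mean inhibition of at least 70% across replicates, with every replicate also reaching that level; inconclusive = mean inhibition reaches 70% but some replicates fall short; inactive = mean inhibition below 70%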
Target sequence (P26447 whole entry, looked up): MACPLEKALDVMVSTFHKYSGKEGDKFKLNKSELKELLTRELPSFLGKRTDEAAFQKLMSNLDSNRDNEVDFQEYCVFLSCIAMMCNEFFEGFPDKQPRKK
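Test system: S100A4 monomer protein; Medium: HEPES pH 7.2 with CaCl2, KCl, NaCl, DTT, Triton; Probe or stimulus: TAMRA-labelled myosin IIA heavy-chain peptide probe, 5 nM; Doses: one dose per compound; Times: polarization read 5 min after assay mix addition, stable 5–60 min; Benchmarks: neutral control DMSO, positive control TFP.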
Active calls of the source: *; ? = inconclusive; / = no result given; & = joins results of further samples.

SMILES	PGC1a acetyl inh	EWS-Fli block	PAX8 inh HTS	PglD DTNB	ERAP1 inh	FN deposition inh	LGR2 inh	S100A4 inh HTS
C=CCN1C(=O)c2ccc(C(=O)OCC(=O)N(CC)C3CCS(=O)(=O)C3)cc2C1=O (stereo unspecified)	-1.7	-2.0	-6.0	-0.4	1.7	11.1	/	0.3
CC(=O)c1cccc(OCC(O)CNCCOc2ccc(C)cc2)c1 (stereo unspecified)	-12.5	3.6	-9.4	0.3	3.3	-2.5	2.3	0.1
Cc1cccc(Oc2ncnc(N)c2[N+](=O)[O-])c1C	6.8	-0.3	13.5	1.5	0.0	-3.3	1.3	-1.1
C[C@H]1CN([C@@H](C)CO)C(=O)Cc2cc(NC(=O)C3CCCCC3)ccc2O[C@H]1CN(C)Cc1ccc(C(F)(F)F)cc1	2.1	-3.7	13.8	-2.8	-0.9	2.9	15.7	2.3
CCOC(=O)C1CCCN(C(=O)c2cc(-c3ccc(F)cc3)nc3ccccc23)C1 (stereo unspecified)	/	0.3	-8.6	0.2	2.3	/	-10.1	3.8
COc1ccc(NC(=O)CCS(=O)(=O)c2ccc3c(c2)NC(=O)C(C)S3)cc1OC (stereo unspecified)	-3.6	-0.1	-4.3	0.3	1.7	-2.3	-2.5	3.2
CC(=O)c1c(C)[nH]c(C(=O)N2c3ccccc3CC2C)c1C (stereo unspecified)	-2.3	4.0	-2.4	-2.9	-1.1	1.3	-1.7	-5.1
N#C[C@H]1C2OC2c2ccccc2N1C(=O)c1ccccc1 (stereo partly specified)	-0.4	7.7	/	0.5	-3.0	/	/	-13.4
O=C(NCc1ccc2c(c1)OCO2)C1CCC(=O)N1C1CCCC1 (stereo unspecified)	12.9	6.6	-7.0	/	4.1	1.8	-1.4	-1.2
O=C(C[C@H]1CC[C@@H](NS(=O)(=O)c2ccc(F)cc2)[C@H](CO)O1)NCCN1CCCCC1	-5.0	-1.1	-4.6	-0.9	0.0	/	18.2	-20.5
O=C(Nc1c2c(nc3ccccc13)CCCC2)c1ccccc1Cl	-10.9	-14.0	12.9	/	-4.4	-3.7	/	-7.9
COc1ccccc1CNC(=O)c1cccc(S(=O)(=O)N2CCN(c3ccc(F)cc3)CC2)c1	33.8	2.6	39.1	-4.2	0.9	3.9	2.8	-4.5
CN(CCO)CCC(=O)NC1(C)CS(=O)(=O)CC1S(=O)(=O)O (stereo unspecified)	6.2	-0.7	-3.9	/	-3.9	-0.2	10.1	3.8
COC(=O)c1cc(OC)c(OC)cc1NC(=S)N1CCCC1	/	0.0	6.5	/	-2.3	7.5	4.6	-10.5
CC1CCCCN1S(=O)(=O)c1ccc(S(=O)(=O)N2CCN(C)CC2)cc1 (stereo unspecified)	/	-0.1	5.3	-7.4	0.6	-7.4	-3.1	-2.6
CC1(C)Nc2ccccc2C(=O)N1c1ccccc1	5.5	-35.6	-88.4	4.2	2.7	1.3	-20.1	-1.2
CCCN1C[C@@H](C)[C@@H](OC)CN(C)C(=O)c2cc(NS(C)(=O)=O)ccc2OC[C@H]1C	6.5	-2.5	-10.4	1.8	/	-3.4	1.9	/
O=C(Nc1ccc(N2CCOCC2)cc1)C1CC(=O)N(c2ccc(Cl)cc2)C1 (stereo unspecified)	/	-12.8	-4.6	/	3.0	3.6	-11.2	-5.0
O=C(CCN1CCOCC1)NNC(=O)Nc1cccc(C(F)(F)F)c1	/	-3.3	-1.6	-2.9	-3.9	/	-0.1	-19.4
C[C@H]1CCCCO[C@@H](CN(C)C(=O)Nc2ccc(C(F)(F)F)cc2)[C@@H](C)CN([C@@H](C)CO)C(=O)c2cc(N(C)C)ccc2O1	17.6	4.8	?	2.7	-1.9	/	7.4	1.8
O=C(C[C@@H]1C=C[C@H](NC(=O)Nc2cc(F)ccc2F)[C@@H](CO)O1)NCc1ccncn1	-3.1	7.4	-3.7	1.0	-0.3	5.6	22.4	-8.5
C=C(C)CN1CCN(c2ccc(N3C(=O)CCCC3=O)cc2[N+](=O)[O-])CC1	8.8	-1.2	54.4	-2.4	/	1.8	7.7	-0.7
CC(C(=O)NCc1cccs1)N1CCN(S(=O)(=O)c2ccc3c(c2)OCCCO3)CC1 (stereo unspecified)	5.7	7.8	9.3	-4.8	-8.7	5.1	-0.2	2.8
O=C(c1ccc(-c2ccc(Cl)cc2)o1)N1CCN(S(=O)(=O)c2cccs2)CC1	-4.0	-6.6	-16.5	0.8	1.1	17.6	-15.9	13.8
CC/S(C)=N/S(=O)(=O)c1ccc(C)cc1 (stereo unspecified)	11.1	5.5	25.9	4.5	2.6	0.1	2.4	-4.0
CCOC(=O)NC(NCc1ccccc1Cl)(C(F)(F)F)C(F)(F)F	2.0	/	3.2	0.7	/	0.8	/	/
COc1cccc(NC(=O)N[C@@H]2CC[C@H](CC(=O)N3CCCCC3)O[C@@H]2CO)c1	-2.8	-7.5	-5.2	-1.9	1.1	/	-24.4	1.7
Cc1ccc2c(c1)C=CC(C)(C)S2=O (stereo unspecified)	16.0	-1.1	31.3	/	-2.6	9.6	6.7	0.9
O=C(C[C@H]1CC[C@H]2[C@@H](COC[C@@H](O)CN2C(=O)c2ccccc2)O1)Nc1ccc(-c2ccccc2)cc1	10.9	-14.3	24.6	2.2	-5.4	3.2	/	-1.1
O=C(C1CCCC1)N1CC2(C1)[C@H](c1ccccc1)[C@H](CO)N2Cc1ccccc1F	3.1	-1.7	/	/	-3.2	-0.6	-13.0	-2.3
COc1ccccc1NC(=O)CSc1nnc(COc2ccccc2OC)n1C	/	-4.8	19.1	/	6.5	/	-4.8	-0.5
CC(C)CN1CCC(=O)N([C@H](COc2ccccc2)Cc2ccccc2)CC1	/	5.0	-14.0	1.4	/	-0.9	-13.7	-0.2
COc1cc(/C=N/OCC(=O)Nc2cc(C)on2)ccc1OCc1ccccc1	-4.1	-23.9	37.5	3.6	0.8	7.6	-26.8	1.7
CN(C)C(=O)c1cccc(-c2ccc([C@@H]3[C@H]4CN(C(=O)C5CCCC5)CC(=O)N4[C@H]3CO)cc2)c1	8.3	-8.0	-13.8	/	-0.8	3.4	-22.5	8.8
NCCCNC(=O)c1ccc(/C=N/O)nc1	/	-1.7	6.0	-2.3	-2.9	-4.2	/	-5.4
COc1ccc(C(=O)N2c3cc4c(cc3C(C)=CC2(C)C)OCO4)cc1	-22.3	/	/	9.0&1.3	/	11.9	/	8.9
C[C@@H]1CCCCO[C@H](CN(C)C(=O)NC2CCCCC2)[C@@H](C)CN([C@@H](C)CO)C(=O)c2cc(N(C)C)ccc2O1	0.9	-4.4	19.8	-4.6	-1.5	-15.3	-3.4	16.4
Cc1nc(N2CCN(C)CC2)[nH]c(=O)c1Cc1cccc2ccccc12	-15.7	/	19.1	1.0	/	-1.8	/	/
CC(=O)Nc1ccc(C(=O)COC(=O)c2c(C)noc2C)c(F)c1	4.7	-2.9	-5.4	1.4	-0.1	0.8	2.8	1.5
CC(=O)NCCc1nc2ccccc2n1CCOc1ccccc1	-4.8	0.4	17.2	3.7	/	3.6	-4.5	2.0
COc1ccccc1NC(=O)N[C@H]1CC[C@@H](CC(=O)N[C@H](C)c2ccccc2)O[C@@H]1CO	1.1	1.1	8.9	-5.1	-5.3	1.2	11.2	-2.3
CCSc1nnc(NC(=O)c2cc(-c3ccc(C)c(C)c3O)n[nH]2)s1	/	3.0	10.1	/	5.7	/	29.4	-2.7
C/C=C/c1ccc2c(c1)O[C@H](CN(C)C(=O)c1ccccn1)[C@@H](C)CN([C@H](C)CO)S2(=O)=O	2.9	-5.7	/	-2.3	0.1	/	7.0	5.9
O=C(Nc1ccc(N2CCOCC2)cc1N1CCOCC1)c1ncoc1-c1cccc(F)c1	/	-4.3	12.6	-1.6	-0.4	-3.6	7.4	2.7
O=C(Nc1ccc(Cl)c([N+](=O)[O-])c1)c1ccco1	28.5	-25.8	-2.6	-0.7	0.5	-5.3	4.7	-6.2
C[C@@H]1CN([C@@H](C)CO)C(=O)Cc2cc(NC(=O)C3CC3)ccc2O[C@@H]1CN(C)S(=O)(=O)c1ccccc1	4.4	3.7	-14.0	-1.1	2.6	/	-18.3	6.5
Cc1cc(C)c(C(=O)Nc2ccc(S(=O)(=O)Nc3onc(C)c3C)cc2)c(C)c1	2.1	-14.1	-1.0	2.5	/	-5.3	-1.8	-3.4
COc1ccc(CNC(=O)NS(=O)(=O)c2ccc(C)cc2)cc1	/	0.0	-33.6	-2.3	-2.6	9.7	8.4	-4.7
CCCCc1ccc(NC(=O)CSc2nnc(C)c(=O)n2N)cc1	/	5.4	-7.2	1.2	0.9	-28.0	-12.6	6.9
CO[C@@H]1CN(C)C(=O)c2ccc(NC(=O)C3CCCC3)cc2OC[C@H](C)NC[C@H]1C	/	-7.6	-2.6	1.0	-0.6	-0.1	18.2	2.8
CCS(=O)(=O)c1ccc2oc(SCC(=O)N3c4ccccc4CC3C)nc2c1 (stereo unspecified)	-5.2	/	22.1	-3.6	5.2	-6.9	12.5	17.1
COC(=O)CCN(C(=O)c1ccc(C)c([N+](=O)[O-])c1)c1ccccn1	-5.4	-4.4	9.7	/	7.8	7.2	-3.3	-7.6

Reformatted: entries from further up.
C[C@@H]1CN([C@@H](C)CO)C(=O)Cc2cc(NC(=O)C3CC3)ccc2O[C@@H]1CN(C)S(=O)(=O)c1ccccc1
  PGC1a acetyl inh: 4.4
  EWS-Fli block: 3.7
  PAX8 inh HTS: -14.0
  PglD DTNB: -1.1
  ERAP1 inh: 2.6
  FN deposition inh: /
  LGR2 inh: -18.3
  S100A4 inh HTS: 6.5
Cc1cc(C)c(C(=O)Nc2ccc(S(=O)(=O)Nc3onc(C)c3C)cc2)c(C)c1
  PGC1a acetyl inh: 2.1
  EWS-Fli block: -14.1
  PAX8 inh HTS: -1.0
  PglD DTNB: 2.5
  ERAP1 inh: /
  FN deposition inh: -5.3
  LGR2 inh: -1.8
  S100A4 inh HTS: -3.4
COc1ccc(CNC(=O)NS(=O)(=O)c2ccc(C)cc2)cc1
  PGC1a acetyl inh: /
  EWS-Fli block: 0.0
  PAX8 inh HTS: -33.6
  PglD DTNB: -2.3
  ERAP1 inh: -2.6
  FN deposition inh: 9.7
  LGR2 inh: 8.4
  S100A4 inh HTS: -4.7
CCCCc1ccc(NC(=O)CSc2nnc(C)c(=O)n2N)cc1
  PGC1a acetyl inh: /
  EWS-Fli block: 5.4
  PAX8 inh HTS: -7.2
  PglD DTNB: 1.2
  ERAP1 inh: 0.9
  FN deposition inh: -28.0
  LGR2 inh: -12.6
  S100A4 inh HTS: 6.9

Looked up above:
`COc1ccc(CNC(=O)NS(=O)(=O)c2ccc(C)cc2)cc1` in PglD DTNB shows -2.3
`Cc1cc(C)c(C(=O)Nc2ccc(S(=O)(=O)Nc3onc(C)c3C)cc2)c(C)c1` in PAX8 inh HTS shows -1.0
`C[C@@H]1CN([C@@H](C)CO)C(=O)Cc2cc(NC(=O)C3CC3)ccc2O[C@@H]1CN(C)S(=O)(=O)c1ccccc1` in PglD DTNB shows -1.1
`CCCCc1ccc(NC(=O)CSc2nnc(C)c(=O)n2N)cc1` in PAX8 inh HTS shows -7.2
`CCS(=O)(=O)c1ccc2oc(SCC(=O)N3c4ccccc4CC3C)nc2c1` (stereo unspecified) in LGR2 inh shows 12.5
`CO[C@@H]1CN(C)C(=O)c2ccc(NC(=O)C3CCCC3)cc2OC[C@H](C)NC[C@H]1C` in PglD DTNB shows 1.0
`COC(=O)CCN(C(=O)c1ccc(C)c([N+](=O)[O-])c1)c1ccccn1` in PGC1a acetyl inh shows -5.4
